From PubChem
TIM10 inh – growth inhibitors of TIM10 yeast strain; S. cerevisiae TIM10 strain growth, BacTiter-Glo luminescence, 24 h; hit rate 1.4% among 330,000; inhibition, % at 10 µM;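 active = inhibition of 40% or more at the single tested concentration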;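 note: wild-type TIM10 isogenic control strain grown at permissive 25 °C; 0% = DMSO yeast wells and 100% = minimal medium wells without yeast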
tim10-1 inh – tim10-1 yeast growth inhibition | inhibition, % at 20 µM | hit rate 2.2% among 330,000 | S. cerevisiae tim10-1 ts strain growth, BacTiter-Glo, 24 h | AID 463190;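 active = inhibition of at least 40%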;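 note: mutant grown at 25 °C; 0% = DMSO wells with yeast and 100% = wells holding no yeast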
UPR XBP1 act – activators of adaptive arm of unfolded protein response (XBP1) | CHO-XBP1 luciferase reporter, IRE1-XBP1 UPR activation, luminescence; percent of tunicamycin response, DMSO as zero | activation, % at 20 µM | hit rate 0.33% among 330,000 | AID 463104;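 active = versus positive control, 20 µM dose yields 30% or more activation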;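 note: 100% = tunicamycin at 10 µg/mL and 0% = DMSO only wells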
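Assay system: IRE1-XBP1 luciferase reporter CHO line. Input: 1000 cells/well. Buffer or medium: F12 with 10% serum. Doses: 20 µM, 1% DMSO. Times: overnight seeding at 37 °C, 6 h compound treatment at 37 °C. Technique: Steady-Glo luciferase glow luminescence, 10 min after reagent addition.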
697 NFkB inh – lowers PMA/ionomycin-induced NF-kB signal in 697 B cells; 697 B-cell NF-kB luciferase reporter, 16 h; inhibition, % at 4 µM; hit rate 0.33% among 330,000; AID 435022; in the data active = inhibition above about 35%
Jurkat NFkB inh – lowers PMA/ionomycin-induced NF-kB signal in Jurkat cells. PMA/ionomycin-induced NF-kB luciferase reporter, luminescence. inhibition, % at 4 µM. hit rate 0.53% among 330,000. AID 435003; in the data active = inhibition above about 50%
Mdm2 MdmX PPI – inhibitors of human Mdm2/MdmX interaction. SaOS-2 split-luciferase Mdm2/MdmX complementation, luminescence. inhibition, % at 8 µM. hit rate 3% among 330,000;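 active = inhibition of at least 50% at 8 µM in the primary screen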
Target sequence (O15151 whole entry, looked up): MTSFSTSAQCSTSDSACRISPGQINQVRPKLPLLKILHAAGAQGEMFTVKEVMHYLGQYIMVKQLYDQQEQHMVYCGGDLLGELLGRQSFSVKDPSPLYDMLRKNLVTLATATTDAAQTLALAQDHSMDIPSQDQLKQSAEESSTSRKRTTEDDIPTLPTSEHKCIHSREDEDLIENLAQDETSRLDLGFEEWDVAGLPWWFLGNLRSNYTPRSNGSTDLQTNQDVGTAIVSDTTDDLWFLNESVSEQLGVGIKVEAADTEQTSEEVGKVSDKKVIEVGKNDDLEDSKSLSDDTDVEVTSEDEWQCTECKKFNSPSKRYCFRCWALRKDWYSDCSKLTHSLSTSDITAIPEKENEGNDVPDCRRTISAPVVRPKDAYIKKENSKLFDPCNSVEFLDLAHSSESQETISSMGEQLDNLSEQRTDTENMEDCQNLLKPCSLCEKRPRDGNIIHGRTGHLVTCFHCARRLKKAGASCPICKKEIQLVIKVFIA
Target sequence (Q00987 whole entry, looked up): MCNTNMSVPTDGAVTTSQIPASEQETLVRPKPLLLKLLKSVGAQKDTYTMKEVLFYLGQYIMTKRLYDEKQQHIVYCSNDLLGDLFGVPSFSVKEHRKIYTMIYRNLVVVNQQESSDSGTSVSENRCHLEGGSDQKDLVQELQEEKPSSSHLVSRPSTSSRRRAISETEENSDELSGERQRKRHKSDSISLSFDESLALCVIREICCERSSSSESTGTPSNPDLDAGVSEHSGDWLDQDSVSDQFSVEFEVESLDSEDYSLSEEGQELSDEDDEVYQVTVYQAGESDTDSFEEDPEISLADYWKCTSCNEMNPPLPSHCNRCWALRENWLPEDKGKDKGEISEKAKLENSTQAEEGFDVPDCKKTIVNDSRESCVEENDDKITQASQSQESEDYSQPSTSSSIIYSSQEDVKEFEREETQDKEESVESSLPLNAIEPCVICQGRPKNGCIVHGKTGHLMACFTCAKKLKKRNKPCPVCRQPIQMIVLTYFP
tim23-1 inh – inhibits growth of tim23-1 mutant yeast | inhibition, % at 20 µM | hit rate 1.3% among 330,000 | S. cerevisiae tim23-1 growth, BacTiter-Glo luminescence, 24 h;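 active = growth inhibition of the mutant yeast at or above 50%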;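 note: temperature-sensitive mutant grown at 25 °C; plate controls were DMSO-treated mutant yeast for no effect and medium wells lacking yeast for full effect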
UPR CHOP act – apoptotic UPR (CHOP) activation; CHO-CHOP luciferase reporter, luminescence; percent of tunicamycin response over DMSO baseline; activation, % at 10 µM; hit rate 0.34% among 330,000;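 active = at 10 µM dose, activation of 40% or more, normalized to positive control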;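 note: 100% = tunicamycin at 10 µg/mL and 0% = DMSO alone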
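Test system: CHO CHOP reporter cells. Input: 500 CHO-CHOP cells per well. Medium: F12 with 10% FBS. Technique: luciferase luminescence. Measure: percent activation relative to tunicamycin control. Dosing: 10 µM compound, 0.5% DMSO. Timing: 16-18 h cell attachment, then 6 h compound exposure, 37 °C.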
The depositor's hits bear a star; nt = not tested or not shown.

SMILES	TIM10 inh	tim10-1 inh	UPR XBP1 act	697 NFkB inh	Jurkat NFkB inh	Mdm2 MdmX PPI	tim23-1 inh	UPR CHOP act
CC(=O)N1CCc2ccc(S(=O)(=O)N3CC(C)OC(C)C3)cc21 (stereo not drawn)	15	3	-2	-30	0	-14	18	2.9
Cc1cc(C(=O)OCC(=O)Nc2cccnc2Cl)c2ccccc2n1	-26	8	0	2	-5	11	6	-1.8
Cc1ccc(C(=O)NCC(=O)OCC(=O)NC2CCCC(C)C2C)s1 (stereo not drawn)	-6	5	0	15	-41	-14	33	-0.7
O=C(Cn1nnc(-c2ccccc2NC(=O)c2ccccc2F)n1)NC1CCCC1	18	4	-4	26	9	-23	-2	16
Cc1csc(C(=O)O)c1NC(=O)c1ccc(F)cc1	1	3	-1	16	4	-33	-4	0.6
C=CCN1c2ccccc2C(=O)CS1(=O)=O	1	9	0	1	-2	-15	15	0.6
O=C(c1ccc(F)cc1)C1CCN(S(=O)(=O)c2ccccc2)CC1	36	33	0	1	2	8	16	-0.8
FC(F)Oc1ccc(NC(=S)Nn2cnnc2)cc1	7	11	2	10	6	22	-1	-0.6
CCC(CO)Nc1ccc(-c2nn(C)c(=O)c3ccccc23)cc1[N+](=O)[O-] (stereo not drawn)	6	23	2	7	5	38	10	0.5
COc1ccccc1Oc1ccc(N/C=C/C(=O)c2ccc(C)o2)cc1	21	16	1	-34	-20	3	24	5.2
CC(=O)Nc1ccc(NC(=O)COc2ncnc3ccccc23)cc1	12	5	10	8	13	10	5	2.0
O=C(CN1C(=O)CCC1=O)NC(=O)NC1CCCC1	-12	-4	-1	4	-8	-12	8	-0.3
CN1CCN(S(=O)(=O)c2ccc3c(c2)oc(=O)n3C)CC1	-2	-11	0	-4	10	14	-7	6.3
N#Cc1ccc(OCC(=O)NCC2COc3ccccc3O2)cc1 (stereo not drawn)	-6	0	-1	2	14	-18	10	0.7
CSCC[C@H](NC(=O)OC(C)(C)C)C(=O)N/N=C/c1ccc2nccnc2c1	18	9	-3	-9	-35	5	10	0.7
COCCCNC(=S)N1CCC(C(=O)c2ccc(Cl)cc2)CC1	-7	10	-4	-23	21	8	24	1.7
CCOC(=O)C1=CNS(=O)(=O)NC1c1ccc(C)cc1 (stereo not drawn)	-4	17	0	23	nt	8	36	4.0
O=C(CCNC(=O)c1ccccc1)Oc1ccc([N+](=O)[O-])cc1	10	5	-3	16	15	18	21	0.3
COc1ccc(C(C)=O)cc1COc1nc(C)nc2ccccc12	-9	11	0	24	-16	8	15	1.2
O=C1Cc2ccccc2Sc2ccccc21	-18	-44	-1	15	9	12	-12	0.2
Cc1ccc(C(=O)Nc2cc(Cl)ccc2OC(=O)c2ccc(C)cc2)cc1	27	-15	0	-44	-60	-49	6	2.8
COc1ccc(C2(CNC(=O)Cc3ccc(OC)c(OC)c3)CCOCC2)cc1	-10	6	0	6	-5	-3	5	1.0
COc1ccc(C2Nc3ccccc3C(=O)N2Cc2ccco2)cc1COc1ccc([N+](=O)[O-])cc1 (stereo not drawn)	-18	21	-1	11	7	34	16	-4.7
Cc1ccc2nc(NC(=O)CCn3cccc3)sc2c1	3	4	2	-23	-29	-45	10	3.2
COCCCn1c(=O)/c(=C\c2ccc(OC(F)F)c(OC)c2)s/c1=C(/C#N)C(N)=O	7	1	9	-13	-8	-2	11	4.4
CC(CN1CCOCC1)OC(=O)COc1ccc(F)cc1 (stereo not drawn)	12	8	-2	-1	-4	2	7	0.2
COC(=O)c1ccccc1CSc1nsc(/C=C/N(C)C)c1C#N	0	-1	-2	6	1	21	13	-2.4
O=C1c2ccc(-c3ccc(F)cc3OCc3ccccc3)cc2S(=O)(=O)c2cccc(C(=O)N3CCCC3)c21	4	-12	-4	5	9	-5	19	2.7
CC(=O)c1ccc(S(=O)(=O)N(C)CCCC(=O)NCc2ccc3c(c2)OCO3)cc1	6	13	-2	4	-22	-35	23	-1.8
COc1ccc(NC(=O)C2CCC(C)(C(=O)O)C2(C)C)cc1 (stereo not drawn)	7	-3	-3	4	12	19	3	0.6
CC1=NN(Cc2ccccc2)C(=O)C1	7	22	-1	-69	12	6	16	-1.2
COc1ccc(Nc2cc(C(=O)NCCCOC(C)C)c3ccccc3n2)c(OC)c1	3	13	-3	1	-17	-10	26	0.2
COc1ccc(CCNC(=O)c2c(C)nc3ccccn23)cc1OC	10	12	2	-2	1	14	2	1.0
O=C(CCSc1ccc(Cl)cc1)c1ccco1	-1	24	24	-5	-13	10	22	33
O=C1C=C(O)CC(c2ccco2)C1 (stereo not drawn)	11	15	-6	2	4	0	13	-0.1
O=C(CC(=O)c1ccccc1)Nc1cc([N+](=O)[O-])ccc1Cl	9	3	-5	-12	0	1	19	-0.3
Cc1cc(OCC(=O)N(C)c2ccccc2)cc2c1C(=O)CC(C)(C)O2	9	7	3	-3	7	31	9	-1.1
Cc1cc(C(=O)N/N=C/c2ccc(C)o2)c2ccccc2n1	5	4	0	-33	49	42	13	-1.1
Cc1nc(-c2cccc(NS(=O)(=O)c3cccc4ccccc34)c2)cs1	22	38	-2	1	2	16	39	-0.7
CCCC(=O)Nc1ccc2nc(SCC(=O)Nc3ccc(N4CCOCC4)c(Cl)c3)sc2c1	16	11	2	-111	-69	-17	21	3.1
CCC(C(=O)O)N1C(=O)c2ccccc2C1=O (stereo not drawn)	-3	-10	-3	8	0	5	3	0.5
Nc1ncc(-c2ccccc2)c(-c2ccc(OCc3ccccc3)cc2O)n1	16	15	1	-11	-2	19	8	-0.5
COc1cc(/C=N/Nc2nc3ccccc3[nH]2)cc(Br)c1OCC(=O)N(C)C	7	14	5	9	-11	31	14	-0.6
COc1ccccc1C1c2c(C)nn(-c3ccccc3)c2NC(=O)C1NC(=O)c1ccccc1 (stereo not drawn)	15	6	-5	16	8	29	25	0.6
CCOC(=O)c1cnc2c(OC)cccc2c1N1CCN(c2ccc(OC)cc2)CC1	4	40*	-3	-23	-11	-4	12	-0.3
COc1ccc(OC)c(C(=O)COC(=O)COc2ccccc2)c1	18	9	-5	12	-8	32	21	2.5
CCSc1nnc(NC(=O)CCCOc2ccc(C)cc2)s1	8	-9	0	-7	10	-13	15	-0.3
O=C1CSC(c2ccccc2[N+](=O)[O-])N1CCc1ccccc1 (stereo not drawn)	12	21	3	0	5	20	-11	-0.8
Cn1c(CCC(=O)Nc2ccc(F)cc2)nc2cc(S(=O)(=O)N3CCOCC3)ccc21	0	-23	-1	-1	-2	11	-11	0.5
COc1ccccc1-n1cnnc1SCC(=O)N1CC(=O)Nc2ccccc21	-1	6	-6	14	8	18	13	-1.5
Cc1cc(C(=O)CCl)c(C)n1CCc1ccc(F)cc1	28	21	8	22	25	92*	49	179*
O=C1[C@@H]2[C@@H]3C[C@@H]([C@H]4ON=C(c5ccc(Cl)cc5)[C@@H]34)[C@@H]2C(=O)N1c1ccc2c(c1)OCO2	19	18	-4	12	5	0	35	0.8
CCOc1ccc(CCNC(=O)Cn2cccc2C(=O)c2ccccc2)cc1OCC	13	19	-2	-10	5	-2	20	0.8
O=C(NC1CCS(=O)(=O)C1)/C(=C\c1ccccc1)NC(=O)c1ccccc1 (stereo not drawn)	2	10	-1	-2	1	-3	-6	0.0
COc1ccc(/C=C(\C#N)C(=O)NCc2cccs2)cc1OC	35	18	0	26	5	18	39	0.6
O=C(OCc1nnc(-c2ccccc2)o1)c1ccc([N+](=O)[O-])o1	-36	78*	1	-3	-2	14	80*	0.7
Nc1c(C(=O)NCc2cccs2)nnn1CC(=O)Nc1cccc(Cl)c1	11	8	0	4	13	3	0	3.2
Cc1ccc(Cl)c2c(N=Nc3ccccc3)c(O)[nH]c12	1	-2	1	-181	-138	-84	1	6.8
COc1ccccc1N1CCN(S(=O)(=O)c2ccc(NC(C)=O)cc2)CC1	13	7	-5	1	-2	-5	14	1.0
Cc1cccc(-n2c(-c3csc4ccccc34)n[nH]c2=S)c1	38	45*	-1	-12	11	5	51*	0.9
Later entries
SMILES	TIM10 inh	tim10-1 inh	UPR XBP1 act	697 NFkB inh	Jurkat NFkB inh	Mdm2 MdmX PPI	tim23-1 inh	UPR CHOP act
COc1cccc(CNC2CCCCCCC2)c1OC	-8	-5	1	-4	-14	-4	-1	0.8
CCCn1nnc(NC(=O)c2ccc(OCC)c(Cl)c2)n1	-12	-5	3	0	-3	7	7	0.1
O=C(c1cnsn1)N1CCC(CO)(Cc2ccc(Cl)cc2)CC1	14	22	-1	4	23	-10	18	2.4
O=C(CSc1nnc(CNC(=O)c2c(F)cccc2Cl)o1)c1ccccc1	8	1	0	25	-3	-11	10	-1.3
O=C(CN(c1ccccn1)S(=O)(=O)c1ccccc1)Nc1ccccc1	-1	-2	0	14	11	17	5	-1.1
COc1ccccc1C(=O)Nc1c[nH]c(=O)[nH]c1=O	2	9	-2	-2	-2	-5	-9	2.5
CC(C)(C)N(NC(=O)Nc1ccccc1)C(=O)c1ccccc1	-9	-22	1	14	1	19	-6	0.0
COc1cc2nc(N(CCN(C)C)C(=O)c3ccc(S(=O)(=O)N(C)CC4CCCO4)cc3)sc2cc1OC (stereo not drawn)	17	11	-6	-68	-6	-3	21	-1.2
NC(=O)C1CCN(C(=O)c2ccc(Oc3cc(Cl)cc(Cl)c3)o2)CC1	0	5	0	-5	-7	-5	7	-2.0
O=C(CN(C(=O)CCC(=O)Nc1ccccn1)C1CCCC1)NCc1ccc(F)cc1	4	-6	-1	4	-5	-22	3	2.4
CCc1nnc(NS(=O)(=O)c2ccc(NC(=O)c3ccccc3C)cc2)s1	-18	1	-3	15	6	-6	12	0.9
O=C(NC1CCCCC1)c1ccccc1NC(=O)C1CC1	9	23	-1	12	-2	-15	-2	1.0
Clc1ccc(CCNc2nc3ccccc3s2)cc1	35	31	2	-18	2	-6	22	0.4
Clc1ccc(-c2nnc3sc(Cc4cccs4)nn23)cc1	12	3	-3	5	2	19	16	0.9
COC(=O)c1sccc1-c1ccc(/C=N/OCc2c(Cl)cccc2Cl)o1	-40	14	0	-11	-3	14	-31	1.3
C=CCOc1ccc(/C(O)=C2\C(=O)C(=O)N(CCN(C)C)C2c2cccs2)cc1 (stereo not drawn)	4	15	3	-1	-3	14	7	4.0
CCN(CC)C(=O)CCc1nc2sc3c(c2c(=O)[nH]1)CCCC3	1	26	0	9	-22	-6	30	0.5
COc1ccc(/C=C(\C#N)C(=O)NCc2ccccc2)cc1O	35	31	-4	1	21	3	48	9.2
O=C(COc1ccccc1)N1CCN(C(=O)c2ccc([N+](=O)[O-])cc2)CC1	3	6	1	16	-13	22	-3	-0.2
